From PubChem
EP2 modulator – EP2 receptor (human) modulation. P43116. EP2-expressing cells, cAMP HTRF FRET, PGE2 co-stimulation. induction, % at 25 µM. 0.83% of 260,000 active;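 active = compounds whose cAMP rise, as percent of the full-agonist control response, exceeds 60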;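 note: rat C6 glioma line stably carrying human EP2 under a CMV promoter; the protocol text gives 20 µM as final concentration; 100% = response of wells given 1 µM PGE2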
Target sequence (P43116 whole entry, looked up): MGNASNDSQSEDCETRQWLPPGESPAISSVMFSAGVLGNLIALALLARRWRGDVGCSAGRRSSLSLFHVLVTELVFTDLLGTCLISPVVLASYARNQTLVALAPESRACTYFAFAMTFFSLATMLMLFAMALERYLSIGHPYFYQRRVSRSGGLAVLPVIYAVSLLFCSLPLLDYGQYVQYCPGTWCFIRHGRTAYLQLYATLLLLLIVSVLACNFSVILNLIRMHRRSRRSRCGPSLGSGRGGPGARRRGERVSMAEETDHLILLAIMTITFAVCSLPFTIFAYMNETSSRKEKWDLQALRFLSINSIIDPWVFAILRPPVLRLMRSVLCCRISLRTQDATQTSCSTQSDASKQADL
PGE2 EP2 inh – EP2 receptor (human) inhibition | C6 glioma cells expressing human EP2, cAMP TR-FRET; cells stimulated with saturating PGE2 | inhibition, % at 25 µM | 0.52% of 260,000 active | AID 1422;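 active = percent inhibition above 40 after rounding to a whole number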;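 note: rat C6 glioma host cells with rolipram phosphodiesterase inhibitor present; the protocol text gives 20 µM as final concentration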
* marks the source's active call; other numbers are inactive results.

structure,EP2 modulator,PGE2 EP2 inh
O=C(NC1CCCCC1)C(c1ccccc1F)N(CC1CCCO1)C(=O)Cn1nnc2ccccc21 (stereo unspecified),11,12
Cc1noc(C)c1CCC(=O)N[C@H](C)Cn1nnc2ccccc21,-9,4
O=C(c1ncoc1-c1ccc(F)cc1)N1CCN(c2ncccn2)CC1,-43,5
CC1CCN(C(=O)Cn2cnc3scc(-c4ccc(F)cc4)c3c2=O)CC1,-79,10
COc1ccc2oc(=O)c(-c3nnc(-c4cc(OC)c(OC)c(OC)c4)o3)cc2c1,-54,9
c1coc(CN2CCC(c3ccc4c(c3)OCO4)CC2)c1,4,9
OC1(c2ccc(F)cc2)CCN(Cc2ccc(N3CCCC3)c(F)c2)CC1,-37,5
CN(C(=O)CSc1nc(-c2ccco2)cc(C(F)(F)F)n1)C1CCCCC1,-50,11
CN(Cc1ccccc1)Cn1nc2c3ccccc3ncn2c1=O,-28,6
Cc1nc(NCCNS(=O)(=O)c2ccccc2)c2c3c(sc2n1)CCCC3,-71,10
Cc1ccc2cc(C)c3nnc(SCC(=O)O)n3c2c1,-23,9
COc1ccc(CN2CCc3c(nc(C)[nH]c3=O)C2)cc1OC,-23,13
CN(CC(=O)NCC1CCCO1)S(=O)(=O)c1ccc(F)cc1 (stereo unspecified),-16,15
Cc1sc2nc(C3CC3)n(C3CCN(CC(=O)N(C)C)CC3)c(=O)c2c1C,-40,4
COc1ccc(F)c(CN(CCCN2CCOCC2)Cc2cccnc2)c1,-2,6
CCC(CC)c1nnc(NC(=O)c2ccc(C)c(C)c2)s1,-54,7
Cc1ccc(C(=O)Nc2nc3ccc(C)cc3s2)c(Cl)c1,2,14
CC1CCc2c(sc3ncnc(SCC(=O)Nc4ccc(F)cc4)c23)C1 (stereo unspecified),1,15
CC(C)N(C(=O)CSc1nnc2n(Cc3ccccc3)c3ccccc3n12)C(C)C,-64,16
COc1cc(OC)cc(C(=O)N2CCC(C(=O)N3CCOCC3)CC2)c1,-15,9

Pulled by compound from the entries so far, 5 records:
structure,EP2 modulator,PGE2 EP2 inh
CC1CCN(C(=O)Cn2cnc3scc(-c4ccc(F)cc4)c3c2=O)CC1,-79,10
COc1ccc(CN2CCc3c(nc(C)[nH]c3=O)C2)cc1OC,-23,13
Cc1nc(NCCNS(=O)(=O)c2ccccc2)c2c3c(sc2n1)CCCC3,-71,10
OC1(c2ccc(F)cc2)CCN(Cc2ccc(N3CCCC3)c(F)c2)CC1,-37,5
CCC(CC)c1nnc(NC(=O)c2ccc(C)c(C)c2)s1,-54,7

Remaining list, next part:
structure,EP2 modulator,PGE2 EP2 inh
C=CCNC(=O)CN(c1ccc2c(c1)OCO2)S(C)(=O)=O,-5,8
COCCN(C(=O)COC)c1nnc(C)s1,-14,15
O=C(O)[C@@H](Cc1c[nH]c2ccccc12)C(=O)NO,15,13
CC(C)(C)C(=O)NC1CCN(C(=O)Nc2cccc(Cl)c2)CC1,-18,5
CCCC(c1nnnn1C(C)(C)CC)N(Cc1ccccc1)Cc1cc2c(C)cc(C)cc2[nH]c1=O (stereo unspecified),22,10
COc1ccc(N2CC(C(=O)OCC(=O)Nc3ccccc3F)CC2=O)cc1 (stereo unspecified),-24,4
Cc1ccc(-c2nnc(SCC(=O)N3CCCc4ccccc43)n2C)cc1,-12,11
CCOC(=O)CSc1nnc2n(Cc3ccc(C)cc3)c3ccccc3n12,-4,24
O=C(N1CCC(n2nnc3ccccc3c2=O)CC1)C1(c2ccccc2)CC1,-11,12
COc1ccccc1CC(C)NC(=O)c1cnn(-c2ccc(F)cc2)c1 (stereo unspecified),-99,9
CCC(CC)C(=O)Nc1nnc(SCC(=O)N2C(C)CCCC2C)s1 (stereo unspecified),2,13
Cc1cc(C)n(CCNS(=O)(=O)c2ccc3c(c2)NC(=O)CO3)n1,-5,9
CCc1ccc2[nH]c(=O)c(CN(Cc3ccco3)S(=O)(=O)c3ccccc3C(=O)OC)cc2c1,-18,7
COc1ccc(NS(=O)(=O)c2ccc(NS(=O)(=O)c3cccs3)cc2)cc1,-7,10
Cc1ccc(-c2n[nH]c(CNC(=O)C3(c4ccc(Cl)cc4)CCC3)n2)cc1,-65,7
CC(=O)c1cn(CCOc2ccc(C)cc2)c2ccccc12,-53,7
COc1ccc2c(c1)cc(C)c1nnc(SCC(=O)N3CCCCCC3)n12,-32,8
Cc1ccc2[nH]c(=O)c(CN(Cc3cccnc3)Cc3nnnn3Cc3ccc(F)cc3)cc2c1,-18,11
CCN(Cc1ccccc1)Cc1nc2ccccc2c(=O)[nH]1,-30,8
CN(C(=O)c1ccccn1)c1nnc(C2CCCO2)s1 (stereo unspecified),-21,4
CCCn1c(=O)c(C(=O)Nc2ncc(C)s2)c(O)c2ccccc21,-2,11
COc1ccccc1-c1nnc(SCCN2CCOCC2)n1C,8,8
Cc1cc(C)c(NC(=O)CSc2ncnc3sc(C)c(C)c23)c(C)c1,-2,8
CCOc1cccc(/C(O)=C2/C(=O)C(=O)N(CCN(C)C)C2c2cccs2)c1 (stereo unspecified),23,15
CN1CCN(C(=O)CN(c2ccc(F)cc2)S(=O)(=O)c2ccc3c(c2)OCCO3)CC1,5,5
CCn1c(SCC(=O)c2ccc(OC)c(OC)c2)nnc1-c1ccoc1C,-19,12
COc1ccc(NC(=O)CSc2nc(-c3ccc(OC)c(OC)c3)cc(C(F)(F)F)n2)cc1,-8,9
COc1ccccc1CCNC(=O)c1cc2nc(-c3ccco3)cc(C(F)(F)F)n2n1,21,12
CCOc1ccccc1-c1cc(C(=O)N2CCN(C3CCCCC3)C(=O)C2)[nH]n1,7,8
Cc1ccccc1C(NC(=O)c1cc2c([nH]c1=O)CCCCC2)c1ccncc1 (stereo unspecified),-95,11
COc1cccc(-n2nnnc2SCC(=O)N2c3ccccc3CCc3ccccc32)c1,23,7
CC1CCc2c(sc(NC(=O)c3cccs3)c2C(=O)N2CCN(C)CC2)C1 (stereo unspecified),-14,13
CCSc1nc2c(c(=O)n(C)c(=O)n2C)n1Cc1ccccc1Cl,57,8
O=C(O)c1cc(N2CCOCC2)nc2ccccc12,-4,10
COC(=O)c1c(C)cc(OC)cc1O,19,5
C=C(/C=C(\NC(=O)c1ccccc1)C(=O)N1CCC(N2CCCCC2)CC1)O/C=C\C,-45,11
CCS(=O)(=O)N1CCNCC1,27,9
CN1CN2C(=O)N3CN(C)CN4C(=O)N(C1)C2C34 (stereo unspecified),6,6
COc1ccc(Cc2nnc(NC(=O)c3c(Cl)cccc3Cl)s2)cc1OC,6,12
COc1ccc(C(=O)CSc2nnc(-c3ccc(OC)cc3OC)o2)cc1,-28,12
COCCOC(=O)C1=C(N)OC2=C(C(=O)CCC2)C1c1cccc(C(F)(F)F)c1 (stereo unspecified),7,7
CC(C)(O)C#Cc1ccc(CN2CCC(O)(c3ccccc3F)CC2)cc1,-68,3
Cc1cc2c(=O)n(CC(=O)NCc3noc(-c4ccccc4)n3)cnc2s1,-8,5
COc1ccc(C2=Nc3ccc(F)cc3C(c3ccc(OC)c(OC)c3)=NN2)cc1OC,-6,2
COc1ccc(/C=C/C(=O)Nc2ccc3c(c2)OCCO3)cc1Br,-81,6
COc1ccc2nc(CN3CCC(O)(c4ccccc4F)CC3)ccc2c1,-91,8
COc1ccc2c(c1)C(c1ccncc1)=NNC(c1ccccc1)=N2,-48,10
OC(CN1CCC(O)(c2ccc(F)cc2)CC1)c1ccc2c(c1)OCCO2 (stereo unspecified),-41,8
COC(=O)c1cccc(S(=O)(=O)N(CCCO)Cc2cc3cc(C)ccc3[nH]c2=O)c1,-18,9
COc1cc(NC(=O)CSc2nc3c(c(=O)n(C)c(=O)n3C)n2C(C)C)cc(OC)c1,-25,15
CCCN1C[C@H](NC(=O)c2n[nH]c3c2CCCC3)[C@@H](c2ccc(OC)cc2)C1,-14,3
O=C(NCCCn1c(-c2ccc(F)cc2)cc2cccnc21)c1c(F)cccc1F,18,8
Cc1ccc(NC(=O)CSc2nc3sc(C)c(C)c3c(=O)[nH]2)c(C)c1,-7,16
CCc1ccc2c(c1)c1nnc(SCC(=O)N3CCCc4ccccc43)nc1n2C,36,2
COc1ccc2nc(C)cc(SCC(=O)NCc3ccccc3)c2c1,-67,10
CCN(CC)c1nc2c(c(=O)n(C)c(=O)n2C)n1Cc1ccccc1Cl,20,10
Cc1cc2n(n1)C(c1c(F)cccc1Cl)Nc1ccccc1-2 (stereo unspecified),51,10
COc1cccc(N(CC(=O)N2CCC(C(N)=O)CC2)S(=O)(=O)c2ccc(C)cc2)c1,-36,23
COc1cccc(C2(NC(=O)CCn3cnc4sc(C)c(C)c4c3=O)CCCC2)c1,-31,11
NC(=O)c1nc(-c2ccc3ncccc3c2)nc2c1[nH]c(=O)n2CCc1ccccc1,-49,9

Carrying on.
Second line of a record: EP2 modulator	PGE2 EP2 inh
COc1ccccc1CN(Cc1cc2ccc(C)cc2[nH]c1=O)C(=O)NC1CCCCC1
→ 8	4
O=C(O)CCNC(=O)CCn1cnc2ccccc2c1=O
→ 3	4
Cn1c(COc2ccccc2Cl)n[nH]c1=S
→ 16	11
Cc1c(CN(CCN2CCOCC2)Cc2cccnc2)cnn1Cc1ccccc1
→ -5	6
COc1ccc2cc(CN(CCCN(C)C)C(=O)Nc3ccc(F)cc3)c(=O)[nH]c2c1
→ -65	11
O=C(CCN1C(=O)/C(=C/c2cccs2)SC1=S)N1CCCCC1
→ -131	9
COc1cc2c(cc1OC)C(c1ccncc1)N(Cc1cnc(C(C)C)nc1)CC2 (stereo unspecified)
→ -4	6
O=C(O)c1cc(C(=O)O)nc(C(=O)O)c1
→ 15	10
Cc1ccc(-n2c(SCC(=O)NC(C)(C)C)nnc2-c2ccncc2)cc1C
→ 11	4
CCOc1cc(C2/C(=C(/O)c3cc(C)ccc3C)C(=O)C(=O)N2CCOC)ccc1O (stereo unspecified)
→ 13	16
CCOc1ccc(Nc2ccc(-c3ccccc3OC)nn2)cc1
→ -61	10
C=CC[n+]1cccc2c3ccccc3ccc21
→ 20	9
COc1ccc(Cc2nnc(NC(=O)c3cccc(Cl)c3)s2)cc1OC
→ -34	5
N/C(=N/O)c1cn([C@H]2O[C@@H](CO)[C@H](O)[C@H]2O)c2ncnc(NO)c12
→ 24	47*
COc1ccccc1CC(=O)NCCc1nc(-c2cccnc2)n[nH]1
→ -25	10

The list goes on (two carried over from the part before).
Second line of a record: EP2 modulator	PGE2 EP2 inh
N/C(=N/O)c1cn([C@H]2O[C@@H](CO)[C@H](O)[C@H]2O)c2ncnc(NO)c12
→ 24	47*
COc1ccccc1CC(=O)NCCc1nc(-c2cccnc2)n[nH]1
→ -25	10
O=C(NC1CCN(CC(=O)N2c3ccccc3Sc3ccc(Cl)cc32)CC1)C1CC1
→ -1	10
COCCNC(=O)c1ccccc1NC(=O)CN1C(=O)c2ccccc2S1(=O)=O
→ -5	9
Cc1ccc2[nH]c(=O)c(CN(C(=S)NCc3ccco3)C3CCCC3)cc2c1
→ 34	11
COc1ccc(Cl)cc1S(=O)(=O)N1CCNCC1
→ -5	12
CCc1ccc(C2C(C#N)=C(N)Oc3n[nH]c(-c4cc(C)sc4C)c32)cc1 (stereo unspecified)
→ -9	5
O=C(CSc1nccc(=O)[nH]1)Nc1ccc2c(c1)OCO2
→ -111	13
COc1ccc(NC(=O)c2ccco2)cc1NC(=O)c1ccc(F)cc1
→ -24	8
O=C1C=C(Nc2nc(C(=O)O)cc(=O)[nH]2)c2ccccc2C1=O
→ -8	12
O=C(CN1C(=O)c2ccccc2S1(=O)=O)Nc1ccc(C(F)(F)F)cc1
→ -117	10
CCOc1ccccc1-n1c(COc2cccc3ccccc23)nnc1SCC(=O)N1CCCC1
→ -7	7
Cn1ncc2c1CCc1sc(NC(=O)Cc3ccc(Cl)cc3)nc1-2
→ -73	10
CCC(c1nnnn1CCc1ccccc1)N(Cc1cc2cc(C)c(C)cc2[nH]c1=O)C1CCCCC1 (stereo unspecified)
→ 6	9
N=C(N)c1ccc(/C=C/c2ccc(C(=N)N)cc2)cc1
→ -15	9
Cc1cc(=O)[nH]c(SC(C)C(=O)Nc2ccccc2)n1 (stereo unspecified)
→ 4	9
CN(C)C(CNS(=O)(=O)c1ccc2c(c1)oc(=O)n2C)c1ccc(F)cc1 (stereo unspecified)
→ -13	12
Cc1ccc2c(c1)nnn2C1CCN(CC(=O)Nc2ccccc2)CC1
→ -37	11
O=C(O)c1cccc(C(=O)O)c1S(=O)Cc1ccccc1 (stereo unspecified)
→ 6	11
COc1ccc2cc(C)c(SCC(=O)Nc3ccc(N(C)C)cc3)nc2c1
→ -20	14
CCN1c2ncccc2C(=O)NC12CCN(C(=O)c1c(C)noc1C)CC2
→ -29	3
CCC(C)(C)n1nnnc1C(C(C)C)N(Cc1ccco1)Cc1cc2cc(OC)ccc2[nH]c1=O (stereo unspecified)
→ 50	15
O=C(CCSc1nc(-c2ccco2)cc(C(F)(F)F)n1)N1CCCC1
→ 6	14
CCc1cccc(C)c1NC(=O)CSc1nc2ccc(OC)cc2cc1C#N
→ 2	17
CCCC(=O)Nc1cc(NC(=O)c2cccs2)ccc1C
→ -2	11
CCc1nn(CC(=O)NCc2cccc(OC)c2)c(=O)c2cc3oc(C)cc3n12
→ -31	6
Cc1cc2cc(C)c3nnc(SCC(=O)N4CCCC(C)C4)n3c2cc1C (stereo unspecified)
→ -13	15
CCOc1ccc(NC(=S)N(CCO)Cc2cc3cc(OCC)ccc3[nH]c2=O)cc1
→ -78	8
CC(C)(C)c1nc2ccccc2c2nnc(SCC(=O)NCc3ccc(F)cc3)n12
→ 6	6
Cc1ccc2[nH]c(=O)c(C(c3nnnn3Cc3ccc(F)cc3)N3CCCC(C)C3)cc2c1 (stereo unspecified)
→ 33	7

A portion of the library; the hit share may differ from the screen's.
